APOBEC3A inh: inhibitors of human APOBEC3A DNA deaminase; P31941; recombinant A3A, FAM/TAMRA ssDNA deamination fluorescence; inhibition, % at 20 µM; 330,000 compounds, 0.41% hits; AID 493011;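 active means at least 40% inhibition at 20 µM here, with at most 30% in a related deaminase screen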;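 further: plate controls were A3A with DMSO for no effect and wells lacking A3A enzyme for full effect; some results filed as inactive read as strong as hits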
Target sequence (P31941 whole entry, looked up): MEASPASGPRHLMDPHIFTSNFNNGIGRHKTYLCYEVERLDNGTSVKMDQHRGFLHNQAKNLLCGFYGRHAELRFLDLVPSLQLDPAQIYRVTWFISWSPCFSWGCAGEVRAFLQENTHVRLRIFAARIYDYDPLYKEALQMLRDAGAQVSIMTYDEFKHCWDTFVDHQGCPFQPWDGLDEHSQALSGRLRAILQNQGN
mIAP act: mouse IAP activation; 330,000 compounds, 0.24% hits; activation factor at 10 µM; muIAP, CDP-Star luminescence, 30 min; stronger effect = higher value; 1 = vehicle-only enzyme signal, 0 = enzyme-free wells;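 active means activation factor of at least 2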; further: the source names both 10 and 20 µM as test concentration; values of inactives mirror those of a sister screen read the other way
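Assay system: mouse IAP enzyme; reagent: chemiluminescent substrate CDP-Star; dosing: test compounds delivered from DMSO solution; schedule: 30 min at room temperature; measured by: luminescence from enzymatic CDP-Star hydrolysis; controls: DMSO-only wells and no-enzyme negative control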
mIAP inh: mouse IAP inhibition | purified mouse IAP, CDP-Star luminescence, 30 min | 330,000 compounds, 0.2% hits | inhibition, % at 10 µM | AID 2806;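 active means inhibition of at least 40% at 10 µM in the primary screen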;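 further: plate controls were DMSO with enzyme for no effect and no enzyme wells for full effect; values of inactives mirror those of a sister screen read the other way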
A3G deaminase: APOBEC3G (human) deaminase inhibition; Q9HC16; recombinant A3G, ssDNA deamination FAM/TAMRA fluorescence; inhibition, % at 20 µM; 330,000 compounds, 0.28% hits;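 active means inhibition of at least 40% at 20 µM, with no more than 30% in the related APOBEC3A deaminase screen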;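 further: plate controls were DMSO wells with A3G for no effect and wells lacking A3G enzyme for full effect; some compounds called inactive have numbers as strong as hits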
Target sequence (Q9HC16 whole entry, looked up): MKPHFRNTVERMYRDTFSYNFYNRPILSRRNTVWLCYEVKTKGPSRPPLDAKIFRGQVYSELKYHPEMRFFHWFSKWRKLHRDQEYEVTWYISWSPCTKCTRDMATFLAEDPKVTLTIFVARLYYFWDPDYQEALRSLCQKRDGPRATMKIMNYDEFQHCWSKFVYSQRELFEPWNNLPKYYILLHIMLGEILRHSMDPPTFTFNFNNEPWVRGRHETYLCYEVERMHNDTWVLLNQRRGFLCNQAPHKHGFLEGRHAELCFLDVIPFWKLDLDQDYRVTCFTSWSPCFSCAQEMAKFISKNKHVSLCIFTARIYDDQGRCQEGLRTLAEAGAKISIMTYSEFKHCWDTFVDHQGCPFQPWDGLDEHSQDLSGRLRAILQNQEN
beta cell repl: induces beta-cell replication in MIN6 cells; proliferation, % at 10 µM; 330,000 compounds, 0.29% hits; MIN6 cells proliferation, ATPlite luminescence, 48 h; cells starved in 0.2% serum; 100% = growth in 10% serum;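 active means compounds whose signal lies at least 3.5 SD above the mean of all wells on their plate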;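 further: 0% = DMSO-treated cells in low-serum medium and 100% = 10% serum control; some compounds called inactive have numbers as strong as hits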
hIAP inh: human IAP inhibition; P09923; purified IAP, CDP-Star luminescence, 30 min; inhibition, % at 10 µM; 330,000 compounds, 0.12% hits; AID 2544;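 active means inhibition reaching a set limit with compound at 10 µM in the primary screen, cut at about 35% in these data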;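 further: plate controls were DMSO wells with enzyme for no effect and no-enzyme buffer wells for full effect; values of inactives mirror those of a sister screen read the other way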
hIAP activ: increases human intestinal alkaline phosphatase activity; AID 2524; activation factor at 10 µM; purified human IAP, CDP-Star luminescence, 30 min; stronger effect = higher value; 1 = vehicle-only enzyme, 0 = enzyme-free background; 330,000 compounds, 0.16% hits; P09923;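 active means activation factor of the enzyme at least 2-fold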; further: the source names both 10 and 20 µM as test concentration; values of inactives mirror those of a sister screen read the other way
ATG4B inhibitor: inhibitors of human ATG4B cysteine protease. inhibition, % at 8.33 µM. 340,000 compounds, 0.51% hits. ATG4B cleavage of LC3-PLA2, NBD-HPC fluorescence, 1 h. Q9Y4P1; in the data active means inhibition above about 40%
Target sequence (Q9Y4P1 whole entry, looked up): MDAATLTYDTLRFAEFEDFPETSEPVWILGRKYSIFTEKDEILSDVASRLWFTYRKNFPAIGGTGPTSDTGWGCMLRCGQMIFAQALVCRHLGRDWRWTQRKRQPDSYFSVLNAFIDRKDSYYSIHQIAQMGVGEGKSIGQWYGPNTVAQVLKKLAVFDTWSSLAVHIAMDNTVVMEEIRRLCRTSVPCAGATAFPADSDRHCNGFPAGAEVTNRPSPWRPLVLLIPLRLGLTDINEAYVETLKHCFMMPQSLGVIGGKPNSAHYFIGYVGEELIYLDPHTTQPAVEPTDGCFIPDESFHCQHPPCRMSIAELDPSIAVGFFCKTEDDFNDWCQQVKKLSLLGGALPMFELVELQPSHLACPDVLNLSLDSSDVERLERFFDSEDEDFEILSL
MPTP block: inhibitors of mitochondrial permeability transition pore; inhibition, % at 10 µM; 360,000 compounds, 1.4% hits; isolated mouse mitochondria, Ca2+ swelling absorbance, 30 min; AID 602449;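 active means inhibition of 50% or more, scaled per plate between neutral and stimulator controls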;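 further: 0% = DMSO wells given calcium and 100% = 1 mM EGTA wells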
* hit, by the source's call; . = not tested or not shown.

Value order – ATG4B inhibitor	hIAP activ	mIAP inh	MPTP block	APOBEC3A inh	mIAP act	hIAP inh	beta cell repl	A3G deaminase
> COc1ccc(/C(O)=C/C(=O)C(=O)Nc2c(C)n(C)n(-c3ccccc3)c2=O)cc1
 : -3	0.94	-3	-1.4	-6	1	6	2	-3
> CC12CCC(C(=O)N3CCOCC3)([C@H](Br)C1=O)C2(C)C (stereo not given in full)
 : 3	1.1	-3	0.3	-4	1	-9	-1	-10
> O=C(c1cc(Br)ccc1Cl)N1CCN(c2ccc(N3CCOCC3)nn2)CC1
 : -17	1	6	-0.2	-1	0.94	-2	2	-6
> Cc1ccc2nc(SCC(=O)Nc3ccc(F)c([N+](=O)[O-])c3)[nH]c2c1
 : 6	1.2	18	88*	1	0.82	-18	0	1
> NNC(=O)c1ccc(COc2cccc3cccnc23)cc1
 : -1	1.1	2	0.7	0	0.98	-8	0	-2
> Cc1ccc(CN(c2ccc(C(=O)Nc3cccnc3)cc2)S(C)(=O)=O)cc1
 : -12	0.97	4	-4.1	-3	0.96	3	-2	-4
> Cc1ccc(CSCCNC(=O)c2ccc(N(C)S(=O)(=O)c3ccccc3)cc2)cc1
 : 5	0.99	-17	-5.2	-2	1.2	1	-3	3
> O=C(O)c1cccc(Cn2cccn2)c1
 : -8	1	2	-2.2	3	0.98	-3	-2	-3
> C/C(=N/OC(=O)C1CC12CCC2)c1ccc(Br)cc1 (stereo not given)
 : 4	1.3	18	1.4	-5	0.82	-26	-3	-10
> CC(NC(=O)c1cn(C(C)c2ccccc2F)nn1)c1ccncc1 (stereo not given)
 : 0	1.2	6	1.2	-2	0.94	-15	1	-6
> COc1ccc2cc(C#N)c(Cl)nc2c1
 : 3	1.2	-2	-1.3	-3	1	-21	0	-7
> CCOC(=O)COc1ccc2nsnc2c1Cl
 : 0	0.93	-3	-1.1	-2	1	7	-2	-8
> CCOc1cc(S(=O)(=O)Nc2cc(C)cc(C)c2)ccc1Cl
 : 12	0.93	6	3.2	1	0.94	7	-4	-7
> CCc1ccc(CN/C=C/C(=O)c2ccc(Br)cc2)cc1
 : 9	0.9	3	0.8	2	0.97	10	-3	-8
> COC(=O)c1cc2c(C)nn(-c3ccccc3)c2s1
 : 0	0.9	0	-2.8	3	1	10	2	-3
> Cc1ccccc1N1CCN(CC(=O)NCc2ccc(Cl)cc2)CC1
 : -4	1.3	-11	0.2	-5	1.1	-32	-3	-5
> Cc1ccc(-n2nc3c(N4CCC(C(=O)N5CCC(C(N)=O)CC5)CC4)nnc(C)c3c2C)cc1
 : 0	1	0	-0.4	-3	1	-2	1	-5
> COc1ccc(S(=O)(=O)Nc2ccc(O)c(Sc3ncn[nH]3)c2)cc1
 : 5	1.1	63*	0.0	2	0.37	-13	-2	-1
> CN(c1ccc(OCCOc2ccccc2Cl)cc1)S(=O)(=O)c1ccccc1
 : 2	0.96	4	1.3	-1	0.96	4	-4	-6
> O=C(C[C@H]1C/C=C\CC[C@@H](Cc2ccc(F)cc2)C(=O)O[C@@H](c2ccccc2)CNC1=O)N[C@@H](CO)Cc1ccccc1
 : -15	1.1	1	0.0	1	0.99	-9	-3	-1
> COC(=O)c1ccccc1NC(=O)CCNC(=O)Cn1cnc2ccccc2c1=O
 : -5	1	9	-0.8	-2	0.91	-1	0	-6
> CC(=O)N1c2ccc(S(=O)(=O)NCCC(=O)Nc3ccc(OC(F)(F)F)cc3)cc2CC1C (stereo not given)
 : -10	1.1	-4	5.6	1	1	-9	-2	1
> CC(=O)c1sc2nsc(SCCN3CCCCC3)c2c1N
 : -6	1.1	-1	1.2	-3	1	-8	-1	20
> CCCc1ccc(-c2cc(NC(=O)CSc3n[nH]c(N)n3)n(-c3ccccc3)n2)cc1
 : -6	1.5	-3	1.7	-9	1	-50	-6	-5
> O=C(OCc1nc2ccccc2s1)c1cccc(S(=O)(=O)N2CCOCC2)c1
 : -16	0.96	5	-2.1	0	0.95	4	0	0
> Cc1c(C(=O)N2CCN(c3ccccn3)CC2)cccc1[N+](=O)[O-]
 : 0	0.89	13	0.9	5	0.87	11	1	5
> CCn1c2c(c3ccc(OC)cc31)CCCC2=O
 : -4	0.94	3	-0.1	-4	0.97	6	-3	-4
> O=C(Cn1cc([N+](=O)[O-])ccc1=O)Nc1ccc2c(c1)OCO2
 : -3	0.99	-1	0.6	2	1	1	-5	1
> Cc1ccc2cc(CN(CC3CCCO3)C(=S)NCc3ccco3)c(=O)[nH]c2c1 (stereo not given)
 : -5	1	15	-6.7	1	0.85	0	-2	-9
> Cc1ccc(S(=O)(=O)NC(CC(C)C)C(=O)N2CCOCCOCCOCCOCC2)cc1 (stereo not given)
 : 3	0.94	1	0.8	-1	0.99	6	0	-5
> COc1cccc(NC(=O)NC2(C(=O)N3CCN(C)CC3)CCCCC2)c1
 : -3	0.93	6	-0.2	-1	0.94	7	0	-8
> COc1ccc(CC(=O)NC2CC(C)(C)NC(C)(C)C2)cc1
 : -12	1.3	-5	1.1	-5	1	-27	-2	-6
> Cc1csc(SC(C)C(=O)Nc2ccc(S(=O)(=O)N3CCCC3)cc2)n1 (stereo not given)
 : -12	0.95	-2	1.2	1	1	4	0	-2
> COc1ccc(NC(=O)CC2C(=O)Nc3ccccc3N2CC(=O)N2CCCC2)cc1 (stereo not given)
 : -20	1	5	-0.1	2	0.95	-2	1	-4
> CCOC(=O)CC12CN3CN(C1)CC(CC(=O)OCC)(C3)C2=O
 : -4	1	-2	1.1	-1	1	-4	-2	-4
> Cc1ccc(/C=C2\SC(=S)N(C3CCS(=O)(=O)C3)C2=O)cc1 (stereo not given)
 : 0	0.98	14	-0.5	-5	0.86	2	-4	-11
> CSc1nnc(-c2sc3cc(Cl)ccc3c2Cl)n1C
 : -15	1.1	10	0.6	-3	0.9	-8	1	0
> COC(=O)C(Cc1ccccc1)NC(=O)CNC(=O)c1ccc(Br)cc1 (stereo not given)
 : -1	1	-5	-1.7	-2	1.1	-4	0	-4
> O=C1NCC(c2ccccc2)C1C(=O)N/N=C/c1ccc(Cl)s1 (stereo not given)
 : -11	1	1	0.2	-1	0.99	-4	-3	-8
> O=C(NCc1cccs1)c1cccnc1SCCS(=O)(=O)c1ccc(C(F)(F)F)cn1
 : -10	1	6	11	-4	0.94	-4	-4	-1
> Cc1ccc(NC(=S)NCCSc2ccc(Cl)cc2)cc1
 : 8	2.3*	-127	100*	-3	2.3*	-133	-7	1
> COc1c(C(=O)Nc2ccc3[nH]c(=O)[nH]c3c2)cc2ccccc2c1Br
 : -30	1.1	4	0.9	-3	0.96	-9	-3	-6
> CCCc1nnc(NC(=O)c2cn(CC)c3cc(N4CCN(C)CC4)c(F)cc3c2=O)s1
 : -15	1.3	-5	-0.5	-1	1.1	-26	-4	-4
> COc1ccc(S(=O)(=O)N(CC(=O)NCC2CCCO2)Cc2ccccc2)cc1C (stereo not given)
 : -8	1.1	-17	-0.8	7	1.2	-11	-5	-3
> CCOC(=O)c1sc(NC(=O)c2ccc(S(=O)(=O)N3CCOCC3)cc2)cc1C
 : -21	0.91	-5	3.6	0	1	9	-2	1
> CSc1sc(-c2nnc(SCC(=O)Nc3ccccc3)n2C)c2c1C=CCC2
 : 6	0.97	-8	11	-2	1.1	3	-4	-10
> CCOC(=O)c1ccccc1NC(=O)CC1SC(=NC)N(C)C1=O (stereo not given)
 : 4	1.1	-14	-3.2	-3	1.1	-8	3	-2
> O=C(NCc1ccc(Cl)cc1)c1cccc(NC(=O)c2ccccc2)c1
 : -1	0.96	-3	17	-1	1	4	0	-8
> C=CCNC(=S)Nc1cc(S(=O)(=O)N2CCOCC2)ccc1-n1cncn1
 : 6	0.91	7	-1.5	1	0.93	9	0	-3
> CCOc1ccc(-n2c(C)cc(/C=N/NC(=O)C(N)=O)c2C)cc1
 : -7	1.1	7	6.2	4	0.93	-10	3	11
> CCCn1c(SCC(=O)N2CCc3ccccc32)nnc1-c1ccco1
 : 4	1	-3	-1.3	-2	1	0	-2	-3
> Cc1ccc(C)c(SCC(=O)Nc2oc(C)c3c(C)n[nH]c(=O)c23)c1
 : -4	0.96	-2	-1.3	-2	1	4	7	-7
> CS(=O)(=O)N(CC(=O)NCc1ccncc1)c1cc(Cl)cc(Cl)c1
 : -1	0.91	1	0.1	3	0.99	9	-1	2
> Cc1cc(C)nc(N(C#N)C(C)C(=O)N(C)C)n1 (stereo not given)
 : -6	0.92	0	0.8	-1	1	8	1	-9
> COc1ccc2c(=O)c3c(=O)n(Cc4ccco4)c(-c4ccc(C)cc4)nc3oc2c1
 : -8	0.88	12	8.6	-3	0.89	12	-4	6
> CCNc1ccc(C(=O)N/N=C/c2c(C)nn(-c3ccccc3)c2N2CCCC2)cc1[N+](=O)[O-]
 : -3	0.99	19	2.1	-2	0.81	1	0	-5
> CN(Cc1ccccc1)Cc1nc2c(c(=O)n(C)c(=O)n2C)n1CCc1ccccc1
 : 0	1.2	-13	0.2	-6	1.1	-18	1	-4
> Cc1nn(C)c(Cl)c1CN1CCN(C2CCCC2)C(CCO)C1 (stereo not given)
 : -15	1.1	11	-4.0	4	0.89	-12	0	-3
> COc1ccc(NC(=O)CC2C(=O)N(C)C(=S)N2Cc2cccs2)cc1 (stereo not given)
 : 12	0.82	-2	0.8	3	1	18	2	2
> O=C(O)CC(NC(=O)CCc1ccccc1)c1ccc(Cl)cc1 (stereo not given)
 : -2	1.1	14	1.5	-2	0.86	-5	-2	-6

hIAP activ: what is marked active above.
Compound | ATG4B inhibitor | hIAP activ | mIAP inh | MPTP block | APOBEC3A inh | mIAP act | hIAP inh | A3G deaminase
Cc1ccc(NC(=S)NCCSc2ccc(Cl)cc2)cc1 | 8 | 2.3* | -127 | 100* | -3 | 2.3* | -133 | 1

(further entries)
Value order – ATG4B inhibitor	hIAP activ	mIAP inh	MPTP block	APOBEC3A inh	mIAP act	hIAP inh	beta cell repl	A3G deaminase
> Cc1ccccc1N1CCN(C(=S)c2ccc(-c3cccc([N+](=O)[O-])c3)o2)CC1
 : 2	0.78	10	-0.6	-5	0.9	22	-1	-9
> CCOC(=O)Nc1ccc2c(c1)N(CCCN(C)C)c1ccccc1CC2
 : 5	1.1	9	-2.7	-11	0.91	-9	-5	2
> CCOCCCNC(=O)CCNS(=O)(=O)c1ccc(C)cc1
 : 6	0.91	4	-3.4	3	0.96	9	-2	-1
> CC[n+]1ccccc1/C=C1\Sc2ccc(C)cc2N1C
 : 12	1.1	9	1.3	54*	0.91	-9	-7	24
> CSCCC(NS(=O)(=O)c1ccc2c(c1)oc(=O)n2C)C(=O)NCc1cccs1 (stereo not given)
 : -1	1.1	-2	-0.3	-1	1	-8	-3	-1
> C[C@@H]1C=CC(=O)O[C@@H]1c1ccc(Cl)cc1
 : 0	0.79	6	.	-2	0.94	21	-8	-5
> CCOC(=O)COc1ccc2c(c1)C(=O)CC(C)(C)O2
 : -7	1.1	9	0.3	6	0.91	-13	-2	1
> O=C(N/N=C/C=C/c1ccc(Br)cc1)C(O)c1ccccc1 (stereo not given)
 : -10	1.4	-10	2.9	1	1.1	-38	-1	-3
> COc1ccc(CNC(=O)C(C)n2nc(C)c3c(C)n(-c4ccc(C)cc4)nc3c2=O)cc1 (stereo not given)
 : 5	1.1	8	-1.9	-2	0.92	-5	-2	-1
> O=C(N/N=C/c1ccccn1)c1cc(-c2ccc(Br)s2)[nH]n1
 : 1	1.7	6	1.1	-2	0.94	-72	-1	-7
> Cc1sc2ncnc(Nc3ccccc3)c2c1C
 : 8	1.1	1	-1.0	3	0.99	-7	0	1
> Cc1nn(-c2ccccc2)c(C)c1C(=O)OCC(=O)NC(=O)NC1CCCCC1
 : -5	0.75	6	-1.9	-7	0.94	25	-2	-10

High-throughput results from PubChem BioAssay.
